# From PubChem
# FBW7 act = human FBW7 E3 ligase activation, primary screen | Q969H0 | AID 1259310 | 650,000 compounds, 0.13% hits | AlphaScreen FBW7–phospho-cyclin E peptide binding, activator screen | normalized activity (activation), % at 26.1 µM; in the data active means normalized activity above about 1.9%;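 further: purified mutant Fbw7 with reduced substrate affinity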
# TEAD-YAP inh = TEAD-YAP interaction inhibition | HEK-TIYL cells, TEAD-Gal4/YAP UAS-luciferase luminescence | inhibition, % at 9.12 µM | 640,000 compounds, 1.4% hits; in the data active means inhibition above about 32%;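 further: 0% = median of test compound wells and 100% = reference inhibitor wells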
# GPR151 ag = human GPR151 activation; Q8TDV0; PathHunter beta-arrestin GPR151 cells, luminescence; activation, % at 11.2 µM; 650,000 compounds, 1% hits; AID 1508602; in the data active means activation above about 4.9%;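 further: 0% = median of compound wells and 100% = cells with positive control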
# Target sequence (Q8TDV0 whole entry, looked up): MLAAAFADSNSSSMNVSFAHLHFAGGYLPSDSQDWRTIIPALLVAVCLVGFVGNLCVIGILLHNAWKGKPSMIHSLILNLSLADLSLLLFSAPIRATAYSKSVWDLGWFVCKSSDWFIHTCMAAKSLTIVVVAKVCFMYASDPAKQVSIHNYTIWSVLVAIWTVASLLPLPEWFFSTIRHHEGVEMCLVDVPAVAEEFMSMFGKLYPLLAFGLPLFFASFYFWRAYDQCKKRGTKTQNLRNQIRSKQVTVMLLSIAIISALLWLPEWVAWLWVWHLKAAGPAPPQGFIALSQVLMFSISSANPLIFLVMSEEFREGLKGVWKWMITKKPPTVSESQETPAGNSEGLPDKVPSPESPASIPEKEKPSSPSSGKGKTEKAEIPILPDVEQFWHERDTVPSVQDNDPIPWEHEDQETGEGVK
# MITF primary = blocks human microphthalmia-associated transcription factor; O75030; AlphaScreen MITF homodimerization, bead proximity signal; inhibition, % at 2.6 µM; 650,000 compounds, 0.91% hits; AID 1259374; in the data active means inhibition above about 50%;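 further: 0% = vehicle wells with protein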
# Target sequence (O75030 whole entry, looked up): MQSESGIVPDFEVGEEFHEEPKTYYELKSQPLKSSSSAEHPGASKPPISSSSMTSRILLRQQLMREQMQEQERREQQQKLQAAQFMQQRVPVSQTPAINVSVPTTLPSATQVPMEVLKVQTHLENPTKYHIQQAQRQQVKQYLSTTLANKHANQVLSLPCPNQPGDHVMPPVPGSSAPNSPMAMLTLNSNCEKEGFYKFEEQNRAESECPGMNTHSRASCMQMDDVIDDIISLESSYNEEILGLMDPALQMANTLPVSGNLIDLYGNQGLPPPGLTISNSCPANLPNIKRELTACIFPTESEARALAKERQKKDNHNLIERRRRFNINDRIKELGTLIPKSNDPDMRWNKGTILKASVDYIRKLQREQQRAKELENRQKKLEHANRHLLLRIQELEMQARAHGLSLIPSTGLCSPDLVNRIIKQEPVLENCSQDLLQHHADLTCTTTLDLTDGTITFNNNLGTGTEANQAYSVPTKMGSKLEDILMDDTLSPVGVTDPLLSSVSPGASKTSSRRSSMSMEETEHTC
# * = called active by the depositor; & = joins results of further samples; ! = not confirmed by another sample.
# Each structure is followed by: FBW7 act, TEAD-YAP inh, GPR151 ag, MITF primary
CCOC(=O)CSc1ccc(C(=O)NCc2ccc(OC)cc2)cc1[N+](=O)[O-]
→ 0.0, 5, -0.5, 3
O=C(COc1nc2cc3c(nc2o1)CCC3)c1ccccc1
→ 0.1, -76, -1.0, -7
CCOC(=O)c1[nH]c2c(OC)cc(OC)cc2c1CCN1C(=O)c2ccccc2C1=O
→ -0.1, 0, 0.3, -4
O=C(CCCCCn1c(=O)[nH]c2ccccc2c1=O)NC1CCCC1
→ 0.5, 10, 0.1, 7
Cc1ccc(N2C(=O)SC(Nc3ccccc3C(=O)O)C2=O)cc1 (configuration not stated)
→ -0.3, -8, -0.3, 8
Cc1cccc(OCC(=O)Nc2cccc(C(=O)Nc3ccccc3C(=O)O)c2)c1C
→ 0.0, 3, 2.2, 3
CCCOc1ccc(C(=O)OCc2cc([N+](=O)[O-])cc3c2OCOC3)cc1OC
→ 0.2, 8, -0.6, 5
COc1cc(C(=O)Nc2cccc(-c3nc4cc(C)ccc4o3)c2C)cc(OC)c1OC
→ -0.2, -24, 1.9, -5
CC(C)CCNC(=O)CSc1nc(Nc2ccc(F)cc2)c2ccccc2n1
→ 0.2, 2, 0.9, 5
CCOc1cc(/C=N/NC(=O)OC(C)(C)C)ccc1O
→ -0.1, -22, -1.0, -12
COc1ccc(C(=O)NNc2nc3c(C)cc(C)cc3s2)c(OC)c1
→ 1.1, 0, -0.3, 8
Cc1cc(OCC(N)=O)c(C)cc1CN1CCOCC1
→ 0.5, 3, -2.3, -9
CCC(C)Sc1nc(-c2ccc(F)cc2)nc2c1c(=O)n(C)c(=O)n2C (configuration not stated)
→ 0.0, 1, -1.4, -14
CCCCOC(=O)CSc1nc(N)c(C#N)c(-c2ccccc2Cl)c1C#N
→ 0.1, 2, 0.4, 2
CC(C)c1ccc(/C=N\NC(=O)Cn2c(-c3nonc3N)nc3ccccc32)cc1
→ 0.1, 2, 4.4, 32
O=C1CCCN1CCCNc1nc(NCCN2CCOCC2)nc2c1ncn2Cc1ccc(C(F)(F)F)cc1
→ 0.0, 9, -1.4, 8
OCCC1CN(Cc2c[nH]c3ccccc23)CCN1CC1CCCCC1 (configuration not stated)
→ 0.0, 10, 0.6, 5
COc1ccc(-c2nnc(NC(=O)C3COc4ccccc4O3)o2)c(OC)c1 (configuration not stated)
→ -0.1, 10, -1.2, 8
Cc1cccc(C(=O)N[C@H]2C[C@H]3C(=O)N[C@@H](CCCCN)C(=O)N3C2)c1
→ -0.4, -15, -1.1, -9
COC(=O)C1CCN(S(=O)(=O)c2ccccc2[N+](=O)[O-])CC1
→ -0.1, -8, 3.9, -10
N#C/C(=C\c1ccc(Br)cc1)C(=O)NCc1ccccc1
→ 0.1, -3, 0.1, -1
Cc1cccc2c3c(ccc12)C1=C(C(=O)C3=O)[C@@H](C)CO1
→ -0.1&0.7, 1&0, 2.9&-2.0, 3&0
CCCn1c(CCCCCNC(C)=O)nc2ccccc21
→ 0.7, 23, -1.6, -1
CCCCCOc1ccc(NC(=O)C(=O)NCCCO)cc1
→ 1.2, -8, 1.7, 18
Cc1cc(C)c(S(=O)(=O)NCCCN2CCOCC2)cc1Br
→ 0.1, 3, 0.0, 11
CC1(C)C2CCC1(CS(=O)(=O)NCc1ccc(S(N)(=O)=O)cc1)C(=O)C2 (configuration not stated)
→ 0.0, 7, 0.5, -3
O=c1c2ccc(Cl)cc2nc(/C=C/c2ccc(OC(F)F)cc2)n1-c1cccc([N+](=O)[O-])c1
→ 0.2, 15, -1.5, 17
O=C1NC(=O)C(Cc2ccccc2)(C2CCN(Cc3ccc4ncccc4c3)CC2)N1 (configuration not stated)
→ 0.0, -8, -0.7, 4
O=c1ccc(-c2n[nH]c(=S)n2-c2ccc(F)c(Cl)c2)n[nH]1
→ 0.0, 1, 1.1, -1
CC(C)[C@H]1CN(C)CCN1C(=O)CC1(c2ccccc2F)CC(=O)N(CCN(C)C)C1=O (some centres not stated)
→ 0.0, -12, 2.4, -21
CCOC(=O)c1ccc(N=C2SC(C(=O)Nc3ccccc3Cl)CC(=O)N2C)cc1 (configuration not stated)
→ 0.0, -1, 0.3, -5
Cc1ccc(CNC(=O)C(=O)Nc2c(C)cc(C)cc2C)cc1
→ -0.1, 2, -0.8, 5
Cc1cc(NC(=O)CC(C)C)c(C)cc1I
→ -0.1, -10, 0.4, -11
CCOc1ccc(NC(=O)c2c(N)sc3c2CCC(C)C3)cc1 (configuration not stated)
→ 0.0, 11, 1.0, 5
COc1ccccc1NC(=O)Cn1nc(C)c([N+](=O)[O-])c1C
→ 0.0, 6, -0.4, -4
CN1C(=O)c2cccc(NC(=O)COc3ccc(Cl)cc3Cl)c2C1=O
→ 0.3, 7, 0.7, 13
CCOc1ccc(-n2nc3ccc(NC(=O)Cc4ccc(Cl)cc4)cc3n2)cc1
→ -0.1, -9, -0.6, -9
CC(C)(C)C(=O)Nc1nnc(-c2cccs2)o1
→ -0.1, 8, 2.1, 3
COc1ccc(NC(=O)C2(c3cccs3)CCOCC2)cc1OC
→ 0.2, -4, 0.0, 9
O=C(CSc1nnc(NC(=O)Cc2ccccc2)s1)NCc1ccco1
→ 0.1, 0, -0.5, -10
CCOC(=O)c1c(-c2ccccc2)oc2c1cc(OC(=O)c1cccc(C)c1)c1ccccc12
→ 0.1, -3, -1.1, 26
O=C(COc1ccccc1)Nc1c2c(nn1-c1ccc(Cl)cc1)CS(=O)(=O)C2
→ 0.1, -10, 0.7, 3
Cc1ccc(NC(=S)N(CCCN2CCOCC2)Cc2ccco2)cc1Cl
→ 0.0, -14, 0.7, 6
CCCCNC(=O)CNC(=O)c1cccs1
→ -0.1, -10, 0.1, 3
CC1(C)OC2CC1CC(O)C2(C)O (configuration not stated)
→ 0.2, 0, 0.1, 7
Cc1cccc(C)c1NC(=O)c1cc(S(=O)(=O)N2CCc3ccccc3C2)ccc1F
→ 0.1, 11, -1.0, 0
CCn1c(=S)[nH]c2scc(-c3ccc(OC)cc3)c2c1=O
→ -0.2, 0, 1.2, 5
C/C=C\C(=O)NCc1ccc2c(c1)cc(C)n2C
→ 0.0, -12, 0.1, 14
CC(C)CC1C(=O)Nc2cc(S(C)(=O)=O)ccc2N1C(=O)c1ccco1 (configuration not stated)
→ -0.1, 2, -0.9, 0
CCc1ccc2oc(-c3cccc(NC(=S)NC(=O)c4cccnc4)c3)nc2c1
→ 0.5, -33, 0.5, 8
CCCCOCCCNC(=O)/C=C/c1cccc([N+](=O)[O-])c1
→ 0.1, 3, -0.8, 10
CN(C)CCS(=O)c1cc(-c2cn[nH]c2)ccc1NC(=O)[C@H]1Cc2cc(F)ccc2CN1 (some centres not stated)
→ 0.2&0.2, 1&7, -0.1&-0.3, 56*!
Cc1n[nH]c(C)c1CCC(=O)N1CCC(n2c(C)nc3sc(C)c(C)c3c2=O)CC1
→ -0.1, -4, 0.4, 4
CCCOc1ccc(C(=O)NNC(=S)NC(=O)c2ccccc2[N+](=O)[O-])cc1
→ -0.1, -33, -0.9, 10
CCC1=NN2C(=N)/C(=C/c3ccc(OCCOc4ccc(Cl)c(C)c4)c(OC)c3)C(=O)N=C2S1
→ -0.4, -5, -0.3, -14
Cc1ccc(OCC(=O)N/N=C/c2cc([N+](=O)[O-])cs2)cc1C
→ -0.1, -8, -0.2, -10
CCC(Oc1ccccc1)C(=O)Nc1nnc(S(=O)(=O)Nc2ccccc2)s1 (configuration not stated)
→ -0.2, 3, -2.3, 4
FC(F)(F)c1nc2ccc3[nH]snc3c2n1
→ 0.0, 5, -1.9, 3
Clc1ccc(CSc2c[nH]c3ccccc23)cc1
→ 0.4, 12, 0.6, -8
COc1cc2c(cc1NS(=O)(=O)c1ccccc1)oc1ccccc12
→ 0.1, -13, -0.5, -1

# (next part)
Compound	FBW7 act	TEAD-YAP inh	GPR151 ag	MITF primary
CCOc1cccc(N2C(=O)/C(=C/c3cccs3)C(=O)NC2=S)c1	0.2	6	-0.1	12
O=C(Nc1ccc(Cl)cc1Cl)c1cc(S(=O)(=O)N2CCN(c3cccc(Cl)c3)CC2)ccc1F	0.2	0	-2.3	10
COc1cc(OC)cc(C(=O)Nc2cc(C(=O)NCCC3=CCCCC3)ccc2N2CC3CC(C2)c2cccc(=O)n2C3)c1 (configuration not stated)	0.0	3	0.1	4
Cc1ccc(NC(=O)N2CCCC2C(=O)Nc2ccc(-n3cnnn3)c(C)c2)cc1 (configuration not stated)	0.1	-1	-0.3	19
COc1ccc(CC(=O)Nc2sc3c(c2C(=O)Nc2ccccc2OC)CCC3)cc1	0.1	3	0.9	-8
O=C(Nc1ccc(Cl)c(C(F)(F)F)c1)N1CCc2nc(N3CCCC3)[nH]c(=O)c2C1	0.2	-1	-1.0	-5
CCOC(=O)c1ccc(S(=O)(=O)NNC(=O)CCN2C(C)CCCC2C)cc1 (configuration not stated)	-0.1	5	-0.5	6
COc1ccc(CNC(=O)C/C(C)=N/NC(=O)CCc2ccccc2)cc1	0.0	5	-0.3	9
CCNC(=O)CN(c1ccc(C23CC4CC(CC(C4)C2)C3)cc1)S(C)(=O)=O	-0.1	6	-0.7	10
CCn1c(/C=C/C2=CCN(C)CC2)nc2ccccc21	-0.3	-30	0.1	2
COC(=O)c1sc(-c2ccccc2)cc1NC(=O)C1COc2ccccc2O1 (configuration not stated)	0.5	2	-1.0	3
COc1ccccc1CC(CC(=O)O)C(=O)O (configuration not stated)	0.9	-4	-1.0	10

# Arranged by number of heavy atoms (descending): part of the list above.
Compound	FBW7 act	TEAD-YAP inh	GPR151 ag	MITF primary
CCOC(=O)c1c(-c2ccccc2)oc2c1cc(OC(=O)c1cccc(C)c1)c1ccccc12	0.1	-3	-1.1	26
Cc1cccc(C)c1NC(=O)c1cc(S(=O)(=O)N2CCc3ccccc3C2)ccc1F	0.1	11	-1.0	0
CCC(Oc1ccccc1)C(=O)Nc1nnc(S(=O)(=O)Nc2ccccc2)s1 (configuration not stated)	-0.2	3	-2.3	4
OCCC1CN(Cc2c[nH]c3ccccc23)CCN1CC1CCCCC1 (configuration not stated)	0.0	10	0.6	5
Cc1ccc(OCC(=O)N/N=C/c2cc([N+](=O)[O-])cs2)cc1C	-0.1	-8	-0.2	-10
COc1ccccc1NC(=O)Cn1nc(C)c([N+](=O)[O-])c1C	0.0	6	-0.4	-4
CCCn1c(CCCCCNC(C)=O)nc2ccccc21	0.7	23	-1.6	-1
Cc1cc(OCC(N)=O)c(C)cc1CN1CCOCC1	0.5	3	-2.3	-9
C/C=C\C(=O)NCc1ccc2c(c1)cc(C)n2C	0.0	-12	0.1	14
CC(C)(C)C(=O)Nc1nnc(-c2cccs2)o1	-0.1	8	2.1	3
Cc1cc(NC(=O)CC(C)C)c(C)cc1I	-0.1	-10	0.4	-11

# (more compounds)
Compound	FBW7 act	TEAD-YAP inh	GPR151 ag	MITF primary
CC1(C)CC(NC2CCN(c3ccc(NC(=O)c4ccccc4F)cc3)CC2)CCO1 (configuration not stated)	-0.3	-6	0.2	-1
Brc1ccc(-c2ccc3nnc(SCc4cccnc4)n3n2)cc1	0.3	11	-1.5	14
CC(C)(C)c1ccc(CSc2nc3ccc(NC(=O)c4ccccc4Cl)cc3s2)cc1	0.2	1	0.7	15
CCC(CO)Nc1ccc2ncc(-c3cncc(OC)c3)n2n1 (configuration not stated)	0.2	54*	-0.1	6
COC(=O)c1ccc(NC2SC(=O)N(c3ccccc3)C2=O)cc1 (configuration not stated)	0.5	-5	-1.0	-3
COc1ccccc1CNC(=O)c1ccc(N2CC3CC(C2)c2cccc(=O)n2C3)c(NC(=O)/C=C/c2ccccc2)c1 (configuration not stated)	0.2	7	0.4	-24
CC(C)(C)NC(=O)C(=O)NNC(=O)C(c1ccccc1)c1ccccc1	0.0	1	-1.6	7
COc1ccc([N+](=O)[O-])cc1NC(=O)c1sc2ncnc(N3CCN(c4ccccc4F)CC3)c2c1C	0.4	-1	1.5	24
COc1ccc(N2CCN(c3ccccn3)CC2)cc1	-0.2	-32	0.6	9
C=CCN1CCN(S(C)(=O)=O)C(C(=O)NCc2ccccc2)C1 (configuration not stated)	0.7	-1	1.5	16
CC(=O)N(C)c1ccc(NC(=O)COc2cc(C)cc(C)c2)cc1	-0.1	-2	4.9*	-4
Cc1nc(N2CCCC2C(=O)N2CCC(O)(c3ccccn3)CC2)nc2ccc(F)cc12 (configuration not stated)	-0.1	-12	0.0	-7
CCN(CC)C(=O)c1sc(NC(=O)c2ccccc2[N+](=O)[O-])c(C(=O)OC)c1C	1.0	10	-2.0	20
CCC/C=N/Nc1nnc(Cc2ccccc2)c(=O)[nH]1	-0.2	-10	-0.1	11
CCN(CC)CCNC(=S)Nc1ccccc1	0.0	-5	-0.4	4
CCOc1ccc(-n2c(CSc3nc(C)cc(C)n3)nnc2SCC(=O)OC)cc1	0.2	6	-0.7	-10
O=C(CN1CCN(C2CCCCC2)CC1)Nc1ccc(Br)cc1	0.2	10	0.3	5
COc1ccc(OC)c(-c2[nH]nc3c2C(c2cn[nH]c2-c2ccc(F)cc2)C(C#N)=C(N)O3)c1 (configuration not stated)	0.2	1	-1.1	25
CC(C)CCNC(=O)c1ccc(CS(=O)(=O)c2ccc(Br)cc2)o1	1.2	1	0.1	22
CCN(CC)C(=O)[C@@H]1C[C@@H](NCc2cccc(OC)c2)CN1Cc1ccc(Cl)cc1	-0.1	-2	0.0	8
